# Granule exo inh: lytic granule exocytosis inhibition. inhibition, % at 10 µM. TALL-104 LAMP-1 surface exposure, flow cytometry; cells stimulated with thapsigargin and PMA. 360,000 tested, 0.66% active;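 active = inhibition above about 55%, limit read from the data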
# Cardio protect: myocardial damage modulation in H9c2 cells | H9c2 cardiomyocytes, H2O2 injury protection, ATPLite, 2 h | protection from H2O2 cell death, % at 20 µM | 360,000 tested, 0.63% active | AID 588492;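 active = compounds giving at least 50% protection of heart cells from peroxide-induced death in the single-dose screen, raw or plate-pattern-corrected value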;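 also: 0% = DMSO wells with peroxide and 100% = DMSO wells without peroxide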
# Vif imaging: blocks HIV Vif function; 340,000 tested, 0.35% active; inhibition, % at 7.49 µM; HEK293T cells, Vif self-association by quenched fluorescence, imaging, 24 h; AID 602346; in the data active = inhibition above about 50%, passing the limit was not always enough; also: some results filed as inactive read as strong as hits
# CaV13 ICDI inh: Disruptors of the CACNA1D IQ motif to Ca2+-dependent inactivation inhibitor domain association, primary screening, Förster resonance energy transfer in intact living …; HEK cells, CFP/YFP FRET ICDI-IQ, plate reader, 10 min; percent FRET-ratio fall versus neutral wells; inhibition, % at 12.3 µM; 340,000 tested, 0.098% active; AID 743397;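 active = mean replicate inhibition of at least 30% and at least 1% of replicates passing that level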;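 also: 0% = median of the neutral control wells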
# hiPSC survival: enhancers of human iPSC single-cell survival; hiPSC single-cell survival, ATPlite luminescence; 100% = ROCK inhibitor wells, 0% = DMSO; survival enhancement, % at 20 µM; 360,000 tested, 0.044% active; AID 602274; in the data active = survival enhancement above about 18%;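 also: cells exposed to compounds for 16 hours before the ATP read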
# aDG glyco act: alpha-DG glycosylation activation. Pro5-aDG cells, alpha-DG glycosylation AlphaScreen (IIH6); 0% Pro5, 100% B10-LARGE cell signal. activation, % at 10 µM. 360,000 tested, 0.22% active. AID 624168;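 active = activation of at least 8% versus controls, or a plate z-score of at least 8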;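 also: Pro5 are CHO cells carrying HIG-tagged alpha-DG that lacks glycosylation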
# N-glyco inh: blocks N-linked glycosylation in D54 reporter cells | D54 ERlucT glycosylation luciferase reporter, 24 h; percent of 100 nM tunicamycin response | reporter increase, % at 12.5 µM | 360,000 tested, 0.23% active;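 active = mean luciferase reporter signal, scaled so untreated is 0 and the glycosylation-blocking control 100, at or above a set limit in every replicate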;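 also: luciferase carries N-glycosylation sites so blocking glycosylation raises the light; 0% = median of neutral control wells and 100% = median of 100 nM tunicamycin wells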
# ABCB6 inh MLPCN: human ABCB6 transporter inhibition; Q9NP58; AID 602162; K562-ABCB6 porphyrin accumulation, flow cytometry, 1 h; hits give low values; fluorescence ratio to DMSO, % at 10 µM; 360,000 tested, 0.19% active;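 active = fluorescence ratio to DMSO below 75%, the collection mean minus 3 SD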;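 also: signal is porphyrin accumulated inside mitochondria; 100% equals median channel fluorescence of DMSO control wells; lower ratio means ABCB6 inhibition with less porphyrin fluorescence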
# PDI inh: PDI (human) enzyme inhibition. P07237. PDI insulin aggregation turbidity, A650, 90 min. inhibition, % at 10 µM. 350,000 tested, 0.052% active;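 active = mean inhibition across replicates of 30% or more, whatever share of single replicates reach that level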;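 also: absorbance from insulin aggregation driven by PDI reduction with DTT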
# Target sequence (P07237 whole entry, looked up): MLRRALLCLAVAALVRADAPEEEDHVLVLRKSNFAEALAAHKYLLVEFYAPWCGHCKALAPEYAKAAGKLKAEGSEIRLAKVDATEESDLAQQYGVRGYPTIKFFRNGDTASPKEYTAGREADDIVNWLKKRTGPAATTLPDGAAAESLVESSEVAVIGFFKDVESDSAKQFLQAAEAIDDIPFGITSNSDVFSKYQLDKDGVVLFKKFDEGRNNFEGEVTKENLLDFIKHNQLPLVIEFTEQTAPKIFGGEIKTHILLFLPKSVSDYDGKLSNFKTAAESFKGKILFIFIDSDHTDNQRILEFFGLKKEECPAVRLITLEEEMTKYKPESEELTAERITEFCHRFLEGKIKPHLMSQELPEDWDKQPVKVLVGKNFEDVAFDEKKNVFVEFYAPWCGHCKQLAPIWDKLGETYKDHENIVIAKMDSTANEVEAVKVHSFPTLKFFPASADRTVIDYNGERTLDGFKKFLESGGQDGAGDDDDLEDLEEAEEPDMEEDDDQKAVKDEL
# m5-HT2A agonist: activates the mouse 5-HT2A serotonin receptor | P35363 | CHO-K1 mHTR2A beta-arrestin complementation, luminescence; percent of 30 µM serotonin response | activation, % at 7.6 µM | 360,000 tested, 0.66% active | AID 624169;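 active = activation above a run cutoff, the mean activation of all tested compounds plus 3 SD, cut at about 14% in these data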;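 also: 0% = plate median of compound wells and 100% = 30 µM serotonin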
# Target sequence (P35363 whole entry, looked up): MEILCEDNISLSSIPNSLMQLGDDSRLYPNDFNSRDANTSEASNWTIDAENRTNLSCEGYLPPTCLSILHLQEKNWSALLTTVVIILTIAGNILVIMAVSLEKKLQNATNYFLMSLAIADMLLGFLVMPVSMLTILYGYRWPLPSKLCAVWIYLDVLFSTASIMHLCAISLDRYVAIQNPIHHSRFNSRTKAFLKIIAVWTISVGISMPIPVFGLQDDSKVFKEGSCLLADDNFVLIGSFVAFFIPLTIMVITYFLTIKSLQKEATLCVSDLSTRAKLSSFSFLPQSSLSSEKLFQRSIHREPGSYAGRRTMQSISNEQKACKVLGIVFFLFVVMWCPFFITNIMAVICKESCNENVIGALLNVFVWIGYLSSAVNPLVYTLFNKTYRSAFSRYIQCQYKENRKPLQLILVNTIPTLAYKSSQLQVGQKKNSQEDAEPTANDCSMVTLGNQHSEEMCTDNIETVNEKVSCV
# * = called active by the depositor; nt = no result given. Rows are unselected, and some 3.1% of all compounds hit somewhere here.
SMILES,Granule exo inh,Cardio protect,Vif imaging,CaV13 ICDI inh,hiPSC survival,aDG glyco act,N-glyco inh,ABCB6 inh MLPCN,PDI inh,m5-HT2A agonist
COC(=O)N/N=C/c1cc(C)n(-c2cccc3ccccc23)c1C,-2,1,2,-3,3.0,0.2,-3,100,-4,2
Cc1ccc(C)c2[nH]c(=O)c(CN(Cc3ccc4c(c3)OCO4)Cc3nnnn3Cc3ccco3)cc12,1,60*,-4,-5,-3.3,-0.2,-3,92,9,6
O=C(Nc1ccc(F)cc1)NC1CCCCC1,-3,-2,-9,nt,-0.3,-0.3,0,97,-6,-1
O=C(CSc1nc2cc(C(F)(F)F)ccc2n1Cc1ccccc1)NC1CCS(=O)(=O)C1 (stereo unspecified),13,0,-1,-5,-1.5,0.3,2,80,-7,4
CC12CCC(C(=O)Nc3c(Cl)cccc3Cl)(C(Br)C1=O)C2(C)C (stereo unspecified),-7,6,1,-3,-1.0,0.0,-1,101,0,-2
Cc1ccc(C(=O)NCC(=O)N2CCCCCC2)cc1,-6,0,-6,-3,-0.6,0.1,0,82,-1,-2
Cc1ccc(NC(=O)CN(C)C(=O)c2ccc(COc3ccccc3)cc2)cc1,4,-4,-5,-4,-0.1,-0.1,-4,101,2,-6
CC(C)Oc1ccc(CSc2ncn[nH]2)cc1,1,-5,4,-4,0.7,0.4,0,97,15,4
COC(=O)[C@H](NCc1ccc(OC)c(B(O)O)c1)C(C)C,0,4,1,-7,-2.2,0.1,3,99,-11,0
CCN1CCc2c(OCc3ccc(C)cc3)cccc2C1=O,1,-4,16,-2,-0.5,-0.2,2,92,2,4
CCn1c2ccccc2c2cc(NC(=O)c3cccc(OC)c3OC)ccc21,-2,-13,-17,-4,-0.4,1.3,7,98,1,-2
FC(F)(F)c1cccc(N2CCN(CC3CC=CCC3)CC2)c1 (stereo unspecified),-3,-15,6,nt,-1.5,-0.1,-1,98,-14,-8
O=C(CSc1nnc2ccc(-c3cccnc3)nn12)Nc1cccc(F)c1,1,7,0,-6,0.7,-0.2,0,106,0,-2
C/C(=N\NC(=O)Cc1c(C)[nH][nH]c1=O)c1cccc(Br)c1,-9,-4,12,3,-0.2,0.0,6,100,-8,4
O=C(CN1C(=O)C(=O)c2ccccc21)OCN1C(=O)c2ccccc2C1=O,-3,7,11,-5,-0.1,1.2,4,101,-1,0
O=C(Nc1ccc2ccccc2c1)c1ccc(Cl)cc1,0,-10,-5,6,-0.7,0.0,-12,102,3,11
CCn1c(N2CCC(Cc3ccccc3)CC2)nc2c1c(=O)[nH]c(=O)n2C,-2,2,-12,-1,0.6,0.7,3,93,12,-5
O=C1CC2(CCN(C(=O)COc3ccc(Cl)cc3)CC2)Oc2ccccc21,-10,-5,-11,-2,-0.2,1.8,-4,98,1,-6
Cc1ccc(NCC(=O)c2ccccc2)cc1Cl,-2,8,-6,-4,0.7,0.2,-1,94,3,2
O=C(NCCCn1ccnc1)c1sc2cc([N+](=O)[O-])ccc2c1Cl,5,-8,0,-3,3.7,0.2,1,98,3,1
CN1C(C(=O)NCc2cccc(Br)c2)CC2Cn3c(nc4cc(Cl)c(Cl)cc43)C21 (stereo unspecified),9,-16,-4,-10,2.2,0.8,7,100,-3,3
Cc1ccc(-c2c(C)n([O-])c3c([n+]2=O)CCCC3)o1,-3,11,11,0,7.8,-0.2,0,90,-1,0
COc1c(Br)cc(Br)cc1C(=O)O,0,-5,-5,-3,0.2,0.0,2,91,-3,-1
O=S(=O)(Nc1cccc2ccccc12)c1cccs1,4,2,nt,-3,-0.3,0.0,nt,100,-1,1
O=C(CN1CCCc2ccccc21)NCc1ccc2c(c1)OCO2,1,-2,0,-4,-0.5,-0.4,1,97,-7,5
CC(C)(C)OC(=O)N1CCCC(C(=O)Nc2cccc(C(=O)NC3CC3)c2)C1 (stereo unspecified),-3,6,nt,-5,5.4,0.0,3,95,-3,0
Cc1cccc(C)c1NC(=O)[C@@]1(CC(=O)O)CC(/C=C/c2ccccc2)=NO1,0,0,-5,-4,0.4,0.0,-1,98,4,-4
O=C(NNC(=S)Nc1ccc(Cl)cc1)c1ccccc1,-5,4,0,nt,-0.4,1.0,0,108,8,0
COc1cc(NC(=O)Cn2ncc(Cl)c(Cl)c2=O)c(C)cc1[N+](=O)[O-],4,-26,19,-4,-0.8,-0.8,-19,93,0,-2
O=C(COc1ccc(Cl)cc1)Nc1ccccc1C(=O)NCc1ccco1,-3,-9,-3,-8,-0.1,0.7,-4,100,-3,-7
COc1ccccc1C(CNC(=O)c1cc(S(=O)(=O)N2CCOCC2)ccc1C)N1CCCC1 (stereo unspecified),0,3,-3,-5,0.6,-0.1,1,98,-3,-1
CN(C)CCN1C(=O)c2oc3ccccc3c(=O)c2C1c1cccc(Br)c1 (stereo unspecified),2,8,-3,-8,3.8,-0.2,-2,103,7,1
O=C(CN1C(=O)C2CC=CCC2C1=O)Nc1ccc(S(=O)(=O)Nc2nccs2)cc1 (stereo unspecified),-1,3,6,-16,-0.1,0.1,2,91,2,0
Nc1ccccc1C(=O)/C=C/c1ccc2c(c1)OCO2,-10,-8,-1,-4,-3.0,0.3,-7,97,5,-4
CCOc1cc(CN2CCCCC2)ccc1OC,-3,10,13,-7,1.6,-0.2,2,93,-3,-5
O=C(Nc1ccccc1O)c1cccc(S(=O)(=O)N2CCOCC2)c1,3,4,-2,4,0.1,0.5,0,106,2,1
COCCn1c(SCC(=O)Nc2cccnc2Cl)nc2ccccc21,-2,1,-2,-5,0.6,0.0,-2,89,3,8
O=C(O)C1CCC(Cn2c(SCc3cc(=O)n4cc(Br)ccc4n3)nc3ccsc3c2=O)CC1 (stereo unspecified),-2,6,-3,-2,-1.3,-0.3,5,91,1,2
CCOC(=O)c1cccc(NC(=O)CSc2nnc(CNc3ccc(C)cc3)n2CC)c1,-1,14,-3,-7,-2.0,0.0,1,99,-3,-2
CC1(Cc2ccccc2Cl)C(=O)Nc2cc(-c3ccccc3Cl)ccc21 (stereo unspecified),1,-5,-10,-4,-0.1,0.2,-4,99,-3,10
Cc1ccccc1C(=O)Oc1ccccc1C(=O)N1CCOCC1,0,-2,2,-4,0.4,0.5,0,95,-3,-1
O=C(Cn1c(=O)sc2ccccc21)N1CCOCC1,-5,5,2,-8,1.1,0.0,-2,96,5,3
CCCN1CCN(CCCNC(=O)CN2C(=O)c3cccnc3Oc3ccc(Cl)cc32)CC1,1,4,3,-2,0.1,-0.1,-5,102,-2,-2
CC(C)NC(=O)CCc1nnc(Cc2cccc(C(F)(F)F)c2)o1,5,-1,17,-5,-0.5,0.1,2,103,-2,1
Fc1ccc(-n2cc(-c3ccccc3)c3c(NN4CCOCC4)ncnc32)cc1,-4,22,13,-5,-0.6,-0.1,3,98,-1,-10
Cc1ccsc1C(=O)OCC(=O)NCc1ccco1,-1,1,-3,-2,-0.6,0.1,0,96,-2,-1
O=C(COc1ccc(Cl)cc1Cl)NN1C(=O)C2C3C=CC([C@@H]2C1=O)C31CC1 (stereo partly specified),-7,-6,-7,3,-0.4,0.0,1,99,14,-2
Cc1cc(=O)[nH]c(SCC(=O)NCc2ccco2)n1,0,2,nt,nt,5.0,0.5,-1,92,1,4

# Entries of single compounds, quoted from the list. Values in the order: Granule exo inh, Cardio protect, Vif imaging, CaV13 ICDI inh, hiPSC survival, aDG glyco act, N-glyco inh, ABCB6 inh MLPCN, PDI inh, m5-HT2A agonist
# COc1c(Br)cc(Br)cc1C(=O)O is entered as 0, -5, -5, -3, 0.2, 0.0, 2, 91, -3, -1
# O=C(O)C1CCC(Cn2c(SCc3cc(=O)n4cc(Br)ccc4n3)nc3ccsc3c2=O)CC1 (stereo unspecified) is entered as -2, 6, -3, -2, -1.3, -0.3, 5, 91, 1, 2

# More structures
SMILES,Granule exo inh,Cardio protect,Vif imaging,CaV13 ICDI inh,hiPSC survival,aDG glyco act,N-glyco inh,ABCB6 inh MLPCN,PDI inh,m5-HT2A agonist
CCOC(=O)C1=C(N)OC2=C(C(=O)CCC2)C1c1sccc1C (stereo unspecified),-2,-12,0,-2,1.4,-0.2,-2,95,17,3
O=C(Nc1ccc(Cl)cc1Cl)c1cc2ccccc2o1,-1,-9,1,-5,-0.3,0.0,-10,101,-1,1
C#Cc1ccc(CN2CCCC(C(=O)Nc3ccccc3Oc3cccnc3)C2)cc1 (stereo unspecified),4,2,4,-5,0.0,-0.6,-2,105,-3,-6
O=C(CSc1nccn1Cc1ccc(F)cc1)NC1CCCC1,-2,0,2,-3,0.2,1.2,0,97,-5,6
O=C(Cn1c(=O)oc2cc(S(=O)(=O)N3CCCCCC3)ccc21)NC1CCCCC1,-2,0,14,-6,-3.3,-0.2,-1,97,-1,2
O=C(Nc1ccc(N2CCN(Cc3ccccc3Cl)CC2)cc1)c1cccnc1,3,-12,-4,nt,0.6,1.4,-7,96,6,-2
O=C(CSc1nc(-c2ccccc2)cc(=O)[nH]1)N1CCOCC1,1,8,nt,-5,0.8,-0.1,1,88,1,3
O=C(CCS(=O)(=O)c1ccccc1)Nc1nncs1,-2,4,-11,-4,-0.5,1.2,-7,98,-2,-3
COc1ccccc1CNC(=O)c1cc2ccccc2o1,22,-2,-11,-7,0.0,0.3,-1,88,4,-8
COc1ccc(OCCC(=O)OCC(=O)Nc2ccc(S(=O)(=O)N3CCOCC3)cc2)cc1,-1,2,2,3,-0.6,-0.1,2,103,-7,3
Cc1cccc(C(=O)Nc2cccc(C(=O)N3CCOCC3)c2)c1,-4,0,nt,-8,0.1,-0.1,0,98,-3,-2
CC12CC(O)C3c4ccc(O)cc4CCC3C1CCC2=O (stereo unspecified),-2,-4,2,4,0.1,-0.5,-1,100,-3,2
O=C(Nc1cccc2ncccc12)c1ccccc1[N+](=O)[O-],-10,7,19,-2,-0.2,0.0,-1,96,7,1
CCOc1ccc2nc(N/C(N)=N/C(=S)Nc3ccc(OC)cc3)nc(C)c2c1,0,16,-9,-6,-0.4,7.3,-1,94,-1,-2
CCC(CC)C(=O)N(C)c1c(C)nc2c(OCc3ccc(Cl)cc3)cccn12,0,-3,-10,-5,0.6,0.6,0,99,4,4
CCC1CCCCN1C(=O)COc1ccc2c3c(c(=O)oc2c1)CCC3 (stereo unspecified),2,2,0,-6,-0.9,-0.3,0,97,-6,3
COc1ccc(CCC(=O)Nc2ccc3c(c2)OCO3)cc1,-4,-3,5,-3,-0.3,0.1,-1,96,1,0
COc1ccccc1NC(=O)Nc1ccccc1C#N,-5,0,5,-2,0.4,-0.1,0,102,-2,5
CC1CCN(C(=O)CC2C(=O)Nc3c2c(=O)n(C)c(=O)n3Cc2ccccc2)CC1 (stereo unspecified),-4,6,nt,-8,2.4,-0.1,3,98,-2,-3
Cc1cc(C(=O)Cn2nc(C(=O)O)c3ccccc3c2=O)c(C)n1CCc1ccc(Cl)cc1,2,27,4,-5,0.1,0.8,-3,96,6,6
Cc1ccc(NC(=S)NC(=O)Cc2ccccc2)c(O)c1,2,-6,-5,-21,0.8,0.0,-2,101,2,3
COc1ccc(-c2cc(-c3ccccc3O)[nH]n2)cc1,2,-17,8,nt,-0.3,0.2,-8,98,-2,-3

# Bioassay records from PubChem.
